Screening results as filed in PubChem BioAssay.
Kir21 block: inhibitors of mouse Kir2.1 inward-rectifier potassium channel | Inward rectifier potassium channel 2 (Mus musculus), P35561 | HEK293-Kir2.1, FluxOR thallium flux fluorescence; hits give low values | B-score at 10 µM | actives 0.85% (n = 310,000) | AID 1672, 2009;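 active means fluorescence ratio B-score at or below minus 3 SD of library scores, with starting-brightness B-score within 2 SD, cut at about -4.2 in these data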;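 further: channel flux triggered by added potassium and thallium sulfate stimulus; B-score of peak minus minimum fluorescence over baseline after thallium stimulus; more negative B-score means stronger Kir2.1 block with less thallium influx; some compounds called inactive have numbers as strong as hits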
Target sequence (P35561 whole entry, looked up): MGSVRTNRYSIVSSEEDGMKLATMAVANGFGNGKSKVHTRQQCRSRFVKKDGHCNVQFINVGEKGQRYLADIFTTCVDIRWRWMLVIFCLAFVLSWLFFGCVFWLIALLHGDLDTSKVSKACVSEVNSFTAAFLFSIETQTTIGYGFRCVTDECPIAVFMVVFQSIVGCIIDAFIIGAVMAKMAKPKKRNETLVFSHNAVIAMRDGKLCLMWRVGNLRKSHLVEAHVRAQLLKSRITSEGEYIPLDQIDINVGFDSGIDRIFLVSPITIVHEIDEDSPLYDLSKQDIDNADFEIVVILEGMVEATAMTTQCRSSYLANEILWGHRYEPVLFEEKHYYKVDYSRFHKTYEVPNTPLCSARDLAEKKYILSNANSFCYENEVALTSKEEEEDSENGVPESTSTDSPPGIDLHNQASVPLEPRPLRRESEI
STK33 kinase inh: inhibitors of purified STK33 kinase, primary screen, biochemical, ADP-Glo luminescence, homogeneous, cell-free; AID 2661, 2010; Serine/threonine-protein kinase 33 (Homo sapiens), Q9BYT3; inhibition, % at 10 µM; actives 0.073% (n = 320,000); MBP phosphorylation;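 active means inhibition at or above 25%, using the most active replicate where run in duplicate; inactive means inhibition below 25%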
Target sequence (Q9BYT3 whole entry, looked up): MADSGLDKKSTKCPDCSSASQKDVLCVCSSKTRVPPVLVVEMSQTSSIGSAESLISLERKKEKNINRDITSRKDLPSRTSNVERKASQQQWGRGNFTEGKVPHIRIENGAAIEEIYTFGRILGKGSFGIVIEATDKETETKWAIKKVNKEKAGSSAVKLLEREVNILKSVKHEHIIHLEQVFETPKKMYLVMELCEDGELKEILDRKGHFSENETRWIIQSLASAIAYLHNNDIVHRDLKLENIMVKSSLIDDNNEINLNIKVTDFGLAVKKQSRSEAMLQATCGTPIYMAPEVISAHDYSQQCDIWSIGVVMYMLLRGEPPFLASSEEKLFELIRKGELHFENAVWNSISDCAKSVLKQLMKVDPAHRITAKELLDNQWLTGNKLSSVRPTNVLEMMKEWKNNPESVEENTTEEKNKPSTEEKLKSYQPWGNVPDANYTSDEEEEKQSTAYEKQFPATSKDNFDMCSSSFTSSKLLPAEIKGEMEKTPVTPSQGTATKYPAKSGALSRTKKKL
KCNQ2 inh: KCNQ2 potassium channel inhibitors, primary screen, cell-based, CHO-K1, FluxOR thallium flux, B-score (AID 2156). Potassium voltage-gated channel subfamily KQT member 2 (Rattus norvegicus), O88943. actives 1.1% (n = 310,000). 20 min; hits give low values. B-score at 10 µM;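 active means fluorescence ratio B-score at most minus 3 library SDs, with starting brightness B-score within 2 library SDs, cut at about -5.5 in these data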
Active calls of the source: *; i = inactive; . = not tested or not shown.

Kir21 block,STK33 kinase inh,KCNQ2 inh,compound
0.97,0.4,i,CCOC(=O)Cn1cnc2scc(-c3ccc(C)c(C)c3)c2c1=O
-0.05,-2.3,i,O=C(Nc1cccc2oc(=O)ccc12)c1ccc([N+](=O)[O-])cc1[N+](=O)[O-]
-0.76,-0.8,i,Cc1ccc(-c2nnc(-c3ccc(NC(=O)Cc4cccs4)cc3)o2)cc1
0.03,2.1,i,CCOc1cccc2cc(-c3csc(NC(=O)CCC(=O)NCCN4CCCCC4C)n3)c(=O)oc12 (stereo not given)
-0.17,0.6,i,C=CCN1C(=O)C2(C(C#N)=C(N)Oc3n[nH]c(CCC)c32)c2ccccc21 (stereo not given)
1.34,-0.1,i,CCN(Cc1ccccc1)C(=O)Cn1c(=O)n(CC(=O)NCc2ccco2)c(=O)c2sccc21
-1.92,1.0,i,O=C(Nc1ccc(Cl)cn1)c1ccc(COCC(F)(F)C(F)F)o1
-0.04,2.1,i,O=C(COc1ccc2ccccc2c1Br)Nc1ncn[nH]1
0.25,-0.3,i,CCCNC(=O)COc1coc(CN2CCN(c3ccc(F)cc3)CC2)cc1=O
0.01,-1.5,i,Cc1cc(Br)ccc1NC(=O)c1ccccc1-c1ccccc1
-4,-0.3,i,COc1cc2nc(C)sc2cc1SC
0.49,-3.1,i,O=S(=O)(Nc1cccc(-c2nc3cccnc3s2)c1)c1ccc2c(c1)OCCO2
1.75,-0.4,i,CC(C)(C)c1ccc(C(=O)N2CCN(C(=O)c3ccco3)CC2)cc1
3,-1.0,i,CC(=O)N1N=C(C)CC1c1ccc(OCc2ccccc2)cc1 (stereo not given)
0.69,0.7,i,Cc1cc(C)c(C#N)c(Oc2ccccc2Br)n1
0.96,0.6,i,COCCN(C(=O)CSc1nnc(-c2cccc(OC)c2)n1C)c1c(N)n(Cc2ccccc2)c(=O)[nH]c1=O
0.42,-0.1,i,Cc1[nH]c2ccccc2c1C(=O)Cn1c(=O)oc2ccccc21
-0.1,-0.2,i,C=CCn1c(SCC(=O)c2ccc(NS(=O)(=O)c3ccccc3)cc2)nnc1-c1cccs1
0.38,-0.2,i,CCN(CC)c1ccc(CNc2nnnn2C)cc1
1.84,-2.5,i,CC(C)C(=O)Nc1ccc(NC(=S)NC(=O)c2ccc([N+](=O)[O-])cc2)cc1

Limited to KCNQ2 inh (3 entries from above):
SMILES | KCNQ2 inh
COCCN(C(=O)CSc1nnc(-c2cccc(OC)c2)n1C)c1c(N)n(Cc2ccccc2)c(=O)[nH]c1=O | i
Cc1[nH]c2ccccc2c1C(=O)Cn1c(=O)oc2ccccc21 | i
C=CCn1c(SCC(=O)c2ccc(NS(=O)(=O)c3ccccc3)cc2)nnc1-c1cccs1 | i

(more compounds)
Kir21 block,STK33 kinase inh,KCNQ2 inh,compound
-0.03,0.3,i,Cc1nnsc1C(=O)Nc1ccc(S(=O)(=O)N2CCCCC2)cc1
-1.75,-0.1,i,CCOC(=O)CN(C(=O)CSc1nnc2c(n1)[nH]c1ccc(F)cc12)c1ccccc1
1.24,0.1,i,CCCn1c(SCC(=O)N2N=C3/C(=C/c4ccc(OC)cc4)CCCC3C2c2ccc(OC)cc2)n[nH]c1=O (stereo not given)
-0.94,0.6,i,CCC(=O)N1N=C(c2cccs2)CC1c1ccco1 (stereo not given)
0.04,-1.1,i,CCOC(=O)C(C(=O)N1CCOCC1)C1CCCCC1 (stereo not given)
0.28,0.5,i,N#Cc1nc(Cc2ccccc2)oc1NCc1ccccc1Cl
-1.91,-0.9,i,COc1cc(C2Nc3cccc4cccc(c34)N2)ccc1OC(C)=O
-0.84,-0.6,i,CCn1c(SCC(=O)NC)nnc1C(C)C
0.47,-0.2,i,O=C(NCCc1ccccc1)C(=O)N/N=C/c1ccc2c(c1)OCO2
-0.84,0.0,i,O=C(NNC(=S)NCc1ccco1)c1ccc(S(=O)(=O)N2CCOCC2)cc1
-3.08,-1.5,i,CCOc1cc(C2C(C#N)=C(N)Oc3n[nH]c(C)c32)ccc1OCCN1CCOCC1 (stereo not given)
0.45,-0.6,i,CCOC(=O)N1CCN(C(=O)CSC2=NS(=O)(=O)c3cc(Cl)ccc3N2)CC1
0.97,-1.8,i,CC/C(=N\NC(=O)CSCc1ccccc1Br)c1ccc2c(c1)OCCO2
0.58,0.0,i,NS(=O)(=O)c1ccc(NC(=O)c2cc(Cl)sc2Cl)cc1
0.53,-0.8,i,Cc1ccc2nc(-c3ccccc3)c(CN3CCSCC3)n2c1
0.09,0.5,i,CC(=O)Nc1ccc2nc(N)sc2c1
1.74,0.8,i,CC(C)c1ccccc1OCCNS(C)(=O)=O
-0.81,-1.4,i,CCOC(=O)c1c(C)[nH]c(C(=O)COC(=O)[C@H](C)NC(=O)c2ccccc2Cl)c1C
1.68,0.8,i,CCc1ccc2nc3sc(C(=O)Nc4nnc(CC)s4)c(N)c3cc2c1
-0.07,-1.2,i,CN(C)S(=O)(=O)c1ccc(NC(=O)CSc2nc3ccccc3n2-c2ccccc2)cc1
-0.97,-0.6,i,CC(=O)Nc1ccc(Sc2ncccc2C(=O)Nc2cc(Cl)cc(Cl)c2)cn1
-0.24,-1.5,i,CC1CCCC(NC(=O)CCC(=O)N2CCOc3ccccc32)C1C (stereo not given)
1.2,-1.7,i,NC(=O)C(=O)NCCCN1CCOCC1
3.16,1.2,i,Cc1cccc(Nc2ccccc2C(=O)OCC(=O)N(C)C2CCS(=O)(=O)C2)c1C (stereo not given)
1.01,-0.5,i,O=C(CCc1nc(-c2ccccc2)no1)NC1CCCCC1
-0.66,-2.6,i,O=C(O)/C=C/c1ccc(S(=O)(=O)Nc2ccc(C(=O)NCC(=O)O)cc2)cc1
-0.43,-1.8,i,COc1cc(C2Nc3ccccc3C(=O)N2c2ccc(Cl)cc2)c(Cl)cc1OCC(=O)O (stereo not given)
3.09,-1.8,i,CN1CCc2c(C#N)c(N3CCOCC3)nc(NCC3CCCO3)c2C1 (stereo not given)
0.3,-0.6,i,O=C(OCCN1C(=O)c2ccccc2C1=O)C1CCN(S(=O)(=O)c2cccs2)CC1
-0.67,-0.9,i,CCOC(=O)C1CCCN(C(=O)c2ccc(C)c([N+](=O)[O-])c2)C1 (stereo not given)

A section from the list above, for reference:
Kir21 block,STK33 kinase inh,KCNQ2 inh,compound
-0.97,-0.6,i,CC(=O)Nc1ccc(Sc2ncccc2C(=O)Nc2cc(Cl)cc(Cl)c2)cn1
-0.24,-1.5,i,CC1CCCC(NC(=O)CCC(=O)N2CCOc3ccccc32)C1C (stereo not given)
1.2,-1.7,i,NC(=O)C(=O)NCCCN1CCOCC1

In a second layout: 2 of the compounds above
Structure,Kir21 block,STK33 kinase inh,KCNQ2 inh
CC(=O)Nc1ccc(Sc2ncccc2C(=O)Nc2cc(Cl)cc(Cl)c2)cn1,-0.97,-0.6,i
CC1CCCC(NC(=O)CCC(=O)N2CCOc3ccccc32)C1C (stereo not given),-0.24,-1.5,i

Next section.
Kir21 block,STK33 kinase inh,KCNQ2 inh,compound
-0.43,0.4,i,Cc1ccc(C)c(CN2CCCNC2=O)c1
-0.08,1.2,i,COc1ccc2nc(NC(=O)C3=NN(c4ccccc4)C(=O)CC3)sc2c1
0.15,-1.4,i,COc1cnc(-c2ccccc2)nc1Oc1ccc(Cl)cc1C
1,-1.6,i,O=[N+]([O-])c1cccc(N=NN(CCO)c2cccc([N+](=O)[O-])c2)c1
1.17,-0.2,i,O=C1CCCC2=C1C(c1cccs1)n1ncnc1N2 (stereo not given)
-0.8,0.2,i,COc1ccc(NC(=O)CC2C(=O)N(c3cccc(OC)c3)C(=O)N2C2CCCCC2)cc1 (stereo not given)
2.05,2.0,i,O=C(CCN1C(=O)c2ccccc2S1(=O)=O)Nc1nc2c(s1)CCCC2
0.07,-0.4,i,O=C1N(Cc2cccnc2)C[C@@H]2C[C@@H](c3ccccc3C(F)(F)F)N3CCC[C@@]123
0.08,0.5,i,CCCN(CC(=O)Nc1ccc(F)c(F)c1F)C(=O)c1cc([N+](=O)[O-])ccc1N1CCOCC1
0.73,-1.8,i,O=[N+]([O-])c1cc(-c2csc(NCCc3nc4cc(C(F)(F)F)ccc4n3CCCO)n2)ccc1Cl
-1.98,-1.4,i,O=C(COC(=O)c1cc([N+](=O)[O-])ccc1N1CCOCC1)Nc1ncc(Cl)cc1Cl
0.53,-0.3,i,N#Cc1cc(N2CCOCC2)nc2ccccc12
0.19,0.3,i,c1ccc(C2CCC(N3CCNCC3)CC2)cc1 (stereo not given)
0.06,1.1,i,COc1ccc(-n2nc3c(c2NC(=O)CCCCl)CSC3)cc1
-1.66,-4.2,i,O=C(Oc1cc(-c2ccccc2)no1)c1ccc(Cl)cc1
0.42,-0.1,i,NCCCNC(=O)c1cc2ccccc2[nH]1
-0.14,-1.4,i,CS(=O)(=O)c1cccc(NC(=O)C2CCCN2S(=O)(=O)c2ccc(F)cc2)c1 (stereo not given)
-0.53,-2.0,i,CC(NC(=O)/C=C/c1ccc(Br)cc1)c1ccccc1 (stereo not given)
-0.1,-1.5,i,Nc1c(N(Cc2ccccc2)C(=O)COc2ccc(F)cc2)c(=O)[nH]c(=O)n1Cc1ccccc1
-0.67,-0.5,i,O=C1CCCC(O)=C1C=Nc1ccc2c(c1)oc1ccccc12
2.18,0.1,i,O=C(O)c1ccc(/C=C2\SC(=S)N(Nc3ccccc3)C2=O)cc1
0.14,-1.2,i,COC(=O)[C@@H](NC(=O)NC1CCN(Cc2ccccc2)CC1)C(C)C
0.1,-0.5,i,COc1ccc2oc(C(=O)NCCN3CCOCC3)c(C)c2c1OC
1.05,.,i,O=C(Nc1ccc([N+](=O)[O-])cc1)c1cncc(Br)c1
0.26,-1.6,i,Cc1ccc(NC(=O)CN(C)C(=O)Cn2cc(C(F)(F)F)ccc2=O)cc1
1.03,-0.7,i,CCOC(=O)c1ccc(NC(=O)C2C3CCCCC32)cc1 (stereo not given)
0.51,-0.5,i,O=C(Nc1cccnc1Cl)c1cc(-c2cccc(O)c2)on1
-1.46,-0.8,i,O=C(Nc1ccccc1F)c1ccc2c(c1)CCN2S(=O)(=O)c1ccccc1
0.49,1.3,i,Cc1cccc(N(C)C(=O)c2cc3c(=O)[nH]c4ccc(C)cc4c3s2)c1
-1.04,-1.1,i,O=C(/C=C/c1c(F)cccc1Cl)NCc1ccco1
-2.11,0.3,i,COc1ccc(S(=O)(=O)N/N=C(/C)c2cccc(NC(=O)c3ccccc3Cl)c2)cc1
-0.89,1.4,i,Cc1cc(C)c2c(N)c(C(=O)NNC(=O)c3ccccc3)sc2n1
-0.09,-1.2,i,O=c1c(Cc2c(F)cccc2Cl)c(O)ccn1CCc1c[nH]c2ccccc12
-1.99,1.1,-7.05*,Clc1ccccc1Cn1c(/C=C/c2ccco2)nc2ccccc21
0.79,1.0,i,CCCC(CCC(=O)Nc1ccc(S(N)(=O)=O)cc1)C(=O)O (stereo not given)
1.13,-0.9,i,CCOC(=O)N1CCC(NCCNC(=O)c2ccccc2Cl)CC1
0.34,0.3,i,CC(C)Oc1ccc(CCC(=O)NNC(=O)CCC(=O)O)cc1
-3.44,0.2,i,Cc1ccc(OCC(=O)Nc2ccccc2C(=O)N2CCCC2)cc1
0.15,-0.3,i,CCN(CC)C(=O)C1CCN(c2ncnc3c2cnn3-c2ccc(C)cc2C)CC1
1.28,-0.3,i,CN(c1cccc(NC(=O)c2cccc([N+](=O)[O-])c2)c1)S(C)(=O)=O

Five entries already listed, arranged by length of the SMILES, falling.
Kir21 block,STK33 kinase inh,KCNQ2 inh,compound
1.28,-0.3,i,CN(c1cccc(NC(=O)c2cccc([N+](=O)[O-])c2)c1)S(C)(=O)=O
-0.89,1.4,i,Cc1cc(C)c2c(N)c(C(=O)NNC(=O)c3ccccc3)sc2n1
0.79,1.0,i,CCCC(CCC(=O)Nc1ccc(S(N)(=O)=O)cc1)C(=O)O (stereo not given)
-1.99,1.1,-7.05*,Clc1ccccc1Cn1c(/C=C/c2ccco2)nc2ccccc21
1.13,-0.9,i,CCOC(=O)N1CCC(NCCNC(=O)c2ccccc2Cl)CC1

More structures:
Kir21 block,STK33 kinase inh,KCNQ2 inh,compound
-0.64,-1.2,i,CCOC(=O)Nc1cccc(C(=O)O)c1
1.21,-0.7,i,Cc1cc(C(=O)O)oc(=O)c1
0.97,1.7,i,O=C(COc1ccccc1)N/N=C/c1ccc2c(c1)OCO2
1.3,-2.3,i,C=CCNc1ccc(C(=O)O)cc1
2.18,-3.2,i,Cc1nn2c(N3CCOCC3)c3c(nc2c1-c1ccccc1)CCCC3
0.84,-0.3,i,COc1ccc(Nc2ncnc3c2c(C)c(C)n3CCO)cc1
0.01,0.0,i,CC1(c2ccccc2)NC(=O)N(CC(=O)Nc2cc(Cl)ccc2N2CCOCC2)C1=O (stereo not given)
0.42,-0.8,i,Cc1cccc(N2CC(O)(c3cccs3)[N+]3=C2CCCC3)c1 (stereo not given)
-0.17,-2.0,i,CCOc1ccc(S(=O)(=O)N2CCN(C(=S)NCC3CCCO3)CC2)cc1 (stereo not given)
